# Source: PubChem (several laboratories)
# proCasp7 act: counter-screen: procaspase-7 (human) activation. P55210. recombinant procaspase-7, Ac-DEVD-pNA absorbance 405 nm; D23A/D198A/D206A triple mutant, cannot self-cleave; scale: DMSO 0, 5 µM enzyme 100. activation, % at 8.5 µM. hit rate 0.093% among 330,000. AID 463210;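 active means percent activation above the screen-wide mean plus 3 SD, cut at about 25% in these data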
# Target sequence (P55210 whole entry D23A/D198A/D206A): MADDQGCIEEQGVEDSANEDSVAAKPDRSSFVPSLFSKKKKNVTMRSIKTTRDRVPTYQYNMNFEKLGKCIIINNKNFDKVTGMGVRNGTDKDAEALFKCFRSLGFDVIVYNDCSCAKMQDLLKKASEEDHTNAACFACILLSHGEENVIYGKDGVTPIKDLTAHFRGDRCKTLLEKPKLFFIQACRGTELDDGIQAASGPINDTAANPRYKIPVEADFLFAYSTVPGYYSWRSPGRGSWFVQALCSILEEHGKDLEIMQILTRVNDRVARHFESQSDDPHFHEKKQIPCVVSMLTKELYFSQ
#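 Assay system: Uncleavable procaspase-7 mutant enzyme / Input: 2 µM procaspase-7 mutant as dispensed / Dosing: single nominal 8.5 µM compound dose, 0.8% DMSO final / Timing: 1 h enzyme–compound preincubation and 2 h substrate reaction, both 25 °C / Detection: p-Nitroaniline absorbance at 405 nm, read at 0 and 120 min / Replication: singlicate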
# GASC-1 inh: inhibitors of human GASC-1 (JMJD2C) demethylase; AID 2099; inhibition, % at 2.35 µM; Q9H3R0; GST-JMJD2C(1-420) H3K9me3 demethylation, DELFIA europium; hit rate 0.069% among 330,000;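 active means more than half of a compound's replicate wells show inhibition beyond 50%, single wells judged on their own value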;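 further: signal counts dimethyl H3K9 product captured on neutravidin plate; 0% = median of DMSO wells and 100% = 0.3 times that DMSO median; strong numbers were not always called active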
# Fh CTSL1 inh: counter-screen for PFM18AAP inhibitors: inhibitors of F. hepatica cathepsin L1. recombinant F. hepatica cathepsin L1, Z-Leu-Arg-MCA fluorescence. inhibition, % at 5.96 µM. hit rate 0.49% among 300,000;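 active means inhibition above the mean of all tested compounds plus 3 SD, set per screening campaign, cut at about 17% in these data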;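 further: 0% = plate median of test compound wells and 100% = 1 µM Z-Phe-Ala-diazomethylketone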
# PP5 primary: inhibitors of human protein phosphatase 5 (PP5) | P53041 | purified PP5c, OMFP substrate fluorescence | inhibition, % at 6.7 µM | hit rate 0.18% among 320,000 | AID 1987;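 active means inhibition above the campaign's mean inhibition across all tested compounds plus 3 SD, cut at about 9.5% in these data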;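 further: 0% = DMSO only and 100% = 100 µM cantharidin control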
# Target sequence (P53041 whole entry, looked up): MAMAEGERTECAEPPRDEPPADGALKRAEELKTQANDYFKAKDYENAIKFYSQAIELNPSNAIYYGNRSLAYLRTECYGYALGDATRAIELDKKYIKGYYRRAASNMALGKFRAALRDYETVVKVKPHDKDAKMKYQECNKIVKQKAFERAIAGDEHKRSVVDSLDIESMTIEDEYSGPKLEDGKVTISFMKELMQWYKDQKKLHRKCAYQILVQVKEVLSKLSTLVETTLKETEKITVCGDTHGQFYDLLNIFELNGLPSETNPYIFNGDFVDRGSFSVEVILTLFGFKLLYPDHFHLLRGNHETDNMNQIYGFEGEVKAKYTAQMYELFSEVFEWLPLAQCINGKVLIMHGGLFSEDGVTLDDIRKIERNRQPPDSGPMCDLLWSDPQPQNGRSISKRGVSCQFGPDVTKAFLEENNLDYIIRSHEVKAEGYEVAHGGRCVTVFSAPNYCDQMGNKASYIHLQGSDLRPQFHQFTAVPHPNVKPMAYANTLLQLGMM
# PP1 inh: blocks human PP1-alpha phosphatase, a PP5 counter-screen; AID 2235; inhibition, % at 6.7 µM; hit rate 0.9% among 320,000; purified PP1alpha, OMFP fluorescence; P62136;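 active means inhibition above the mean inhibition of all tested compounds plus 3 SD, computed separately for each screening campaign, cut at about 15% in these data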
# Efflux pump mplx: inhibitors of Candida antifungal efflux pumps expressed in yeast; S. cerevisiae Candida pump triplex, Nile Red efflux; inhibition, % at 10 µM; hit rate 0.44% among 330,000; AID 485275;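 active means plate passing quality check with inhibition over a set limit, or well fluorescence over plate mean plus 4 SD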;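 further: Nile Red retained in pooled yeast measured as flow cytometry median fluorescence; 0% = buffer negative control and 100% = Enniatin B positive control; higher means more Nile Red kept so more efflux inhibition; some compounds called inactive have numbers as strong as hits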
# TPT1 inh: blocks Candida albicans tRNA 2'-phosphotransferase | inhibition, % at 5 µM | hit rate 0.81% among 300,000 | recombinant caTPT1, FP RNA substrate dephosphorylation;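 active means inhibition above the mean of all tested compounds plus 3 SD, set per screening campaign, cut at about 24% in these data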;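 further: plate controls were DMSO alone for no effect and ferristatin control at 100 nM for full effect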
# HCV core dimer: blocks dimerization of HCV core protein | TR-FRET GST/Flag-core106 dimerization, 1536-well | inhibition, % at 5 µM | hit rate 0.33% among 300,000;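 active means inhibition above the mean of all tested compounds plus 3 SD, set per screening campaign, cut at about 45% in these data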
#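 System: GST/Flag-tagged HCV core106 proteins. Incubation: compound-protein-antibody incubation 4 h at 22.5 °C. Technique: HTRF with 340 nm excitation, 617/671 nm emission. Medium: KF-containing HEPES buffer, pH 7.45, DTT, CHAPS, BSA. Read-out: inhibition (%) from 671 over 617 nm ratio. Also added: Eu(K)-anti-GST 90 ng/mL plus XL665-anti-Flag 1 µg/mL.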
# proCasp3 act: activates human procaspase-3; P42574; recombinant procaspase-3 D3A, Ac-DEVD-pNA absorbance 405 nm; activation, % at 8.5 µM; hit rate 0.11% among 330,000; AID 463141;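 active means activation above the mean of all tested compounds plus 3 SD, cut at about 21% in these data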;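 further: 0% = DMSO alone and 100% = DMSO wells spiked with extra 5 µM PC-3 D3A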
# Target sequence (P42574 whole entry D9A/D28A/D175A): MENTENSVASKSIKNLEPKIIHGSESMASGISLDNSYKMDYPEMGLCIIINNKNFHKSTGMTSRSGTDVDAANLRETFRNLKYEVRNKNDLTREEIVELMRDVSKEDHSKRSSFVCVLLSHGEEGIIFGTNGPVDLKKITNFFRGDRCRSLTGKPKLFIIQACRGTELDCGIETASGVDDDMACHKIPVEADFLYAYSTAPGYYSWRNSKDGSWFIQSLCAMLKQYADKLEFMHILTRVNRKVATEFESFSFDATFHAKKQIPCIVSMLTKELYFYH
#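 Test system: Procaspase-3 D3A mutant, all three cleavage aspartates alanine | Dosing: Single dose, 8.5 µM nominal compound, 0.8% DMSO | Schedule: 1 h preincubation, 2 h reaction | Technique: 405 nm absorbance of p-nitroaniline, reads at 0 and 120 min | Repeats: One well per compound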
# An asterisk follows results filed as active; . = not tested or not shown.
1. Cc1cccc(CSC2=NCCN2C(=O)c2ccc(S(=O)(=O)N(C)C)cc2)c1
2. COc1ccc(OC)c(/C=N/NC(=O)CCN2CCN(C(c3ccccc3)c3ccccc3)CC2)c1
3. O=C1CC(N2CCN(c3ccc(O)cc3)CC2)C(=O)N1c1ccc2c(c1)OCO2 (stereo unspecified)
4. COc1ccc2nc(C)cc(SCC(=O)NNC(=O)COc3ccc(C)cc3)c2c1
5. CCOC(=O)Cc1cc(=O)[nH]c(/N=C(\N)Nc2ccc(C)c(C)c2)n1
6. COc1ccccc1/C=N/n1c(C)nnc1-n1nc(C)cc1C

Compound,1,2,3,4,5,6
proCasp7 act,-16,6,-24,-7,6,-5
GASC-1 inh,-2,-1,3,-2,12,-8
Fh CTSL1 inh,2,1,6,-20,0,1
PP5 primary,0.0,-1.3,-3.0,2.3,-3.1,0.7
PP1 inh,2,7,0,2,2,-2
Efflux pump mplx,-0.1,0.6,-0.1,0.0,0.1,-0.1
TPT1 inh,-5,-5,-1,-3,-3,-2
HCV core dimer,-5,2,1,-2,-3,-2
proCasp3 act,0,-10,-20,-3,3,-5

7. CC(C)CNC(=O)CSc1nc(-c2cccs2)cc(C(F)(F)F)n1
8. COc1ccc(Cc2nnc(NC(=O)c3cc(OC)c(OC)c(OC)c3)s2)cc1OC
9. CCOc1ccc(N(CC(=O)NCCc2ccc(Cl)cc2)S(=O)(=O)c2c(C)[nH]c(=O)[nH]c2=O)cc1
10. COCCN(C(=O)CCC(=O)Nc1nccs1)C(C(=O)NC(C)(C)C)c1ccc(F)cc1 (stereo unspecified)
11. OCc1cc(-c2ccc(Cl)c(Cl)c2)on1
12. COC(=O)c1ccccc1S(=O)(=O)N1CCC(C(=O)NCc2ccco2)CC1

Compound,7,8,9,10,11,12
proCasp7 act,7,3,2,-2,4,-4
GASC-1 inh,4,5,-5,0,-1,-4
Fh CTSL1 inh,3,1,2,-2,1,.
PP5 primary,-0.9,-0.1,-0.1,0.8,-1.4,3.7
PP1 inh,1,-2,0,-1,0,-7
Efflux pump mplx,-0.1,0.1,-0.1,-0.1,0.2,-0.1
TPT1 inh,0,1,-2,3,-2,.
HCV core dimer,2,6,4,4,-1,.
proCasp3 act,6,6,1,-2,-3,-4

13. COc1ccccc1CNC(=O)CN1C(=O)c2ccc([N+](=O)[O-])cc2C1=O
14. CCc1c(C(=O)Nc2cc(C)cc(C)c2)[nH]c(C)c1C(C)=O
15. CN(C)S(=O)(=O)c1ccc(C(=O)Nc2nnc(SCC(=O)NCC3CCCO3)s2)cc1 (stereo unspecified)
16. CCn1c(SCC(=O)N2CCN(c3ccccc3)CC2)nnc1-c1c[nH]c2ccccc12
17. Cc1cccc(NNC(=O)C2CCC2)c1
18. Cc1c(NC(=O)CN2CCN(c3ccccc3)CC2)c(=O)n(-c2ccccc2)n1C

Compound,13,14,15,16,17,18
proCasp7 act,2,3,-9,-2,-1,4
GASC-1 inh,0,-1,4,2,-5,0
Fh CTSL1 inh,-1,2,3,-7,-4,-3
PP5 primary,1.4,-1.1,-1.3,1.7,1.6,0.0
PP1 inh,0,-2,0,2,-5,-2
Efflux pump mplx,-0.1,-0.2,-0.1,-0.1,-0.1,0.0
TPT1 inh,0,4,3,1,-2,-9
HCV core dimer,5,-1,5,-3,-9,-3
proCasp3 act,-7,3,-3,3,-11,6

19. COc1ccc(S(=O)(=O)N2CCSC2c2ccccc2)cc1 (stereo unspecified)
20. COc1ccccc1C(=O)N/C(=C\c1ccc(Br)cc1)C(=O)NCCO
21. Cc1nc(NC2CCCCC2)c2nnn(Cc3ccccc3Cl)c2n1
22. O=C(Nc1nnc(-c2ccc3c(c2)CCCC3)o1)c1ccc(Cl)cc1Cl
23. O=C(Oc1cccc(C(=O)N2CCOCC2)c1)c1ccc(Br)cc1
24. Cc1cc(=O)oc(C)c1C(=O)NCc1ccco1

Compound,19,20,21,22,23,24
proCasp7 act,-7,-2,4,3,5,-5
GASC-1 inh,15,-2,6,-3,27,-39
Fh CTSL1 inh,-2,3,2,6,-2,0
PP5 primary,3.4,3.0,4.8,1.4,2.2,-2.1
PP1 inh,1,2,2,32*,3,-3
Efflux pump mplx,0.1,0.2,0.3,0.1,0.0,0.1
TPT1 inh,2,-1,2,1,2,-1
HCV core dimer,1,2,1,41,4,-1
proCasp3 act,7,-4,4,4,1,3

25. COc1ccc2[nH]c(C(=O)O)c(NS(=O)(=O)c3ccc(F)cc3)c2c1
26. COc1ccc(/C=N/NC(=O)c2cccnc2)cc1
27. O=C(Cc1ccc(Cl)cc1)Nc1ccc(N2CCCC2)cc1
28. CCOc1ccc(S(=O)(=O)/N=C(/Nc2ccc(C)c(S(=O)(=O)N3CCOCC3)c2)c2ccccc2)cc1
29. NC(=O)C1CCN(C(=O)CCSCc2ccc(Cl)c(Cl)c2)CC1
30. Cc1ccccc1NC(=O)c1cccc2nccnc12

Compound,25,26,27,28,29,30
proCasp7 act,-7,2,9,3,0,6
GASC-1 inh,9,-7,1,-1,5,4
Fh CTSL1 inh,8,-8,-2,.,2,6
PP5 primary,1.7,-0.5,-5.6,.,3.9,3.1
PP1 inh,0,-10,-2,.,-6,-3
Efflux pump mplx,-0.2,0.1,0.2,-0.2,0.1,0.0
TPT1 inh,-2,2,-2,.,3,0
HCV core dimer,6,-6,10,.,6,1
proCasp3 act,2,7,-7,3,4,5

31. COc1cc([N+](=O)[O-])ccc1NC(=O)CSc1nccn1C
32. CCOC(=O)c1oc2ccc3c(c2c1C)C(=O)CC1(CCN(C(=O)OCC)CC1)O3
33. COC(=O)c1c(-c2ccc3ccccc3c2)csc1NC(=O)Cc1ccc(OC)c(OC)c1
34. Cc1ccc(C(=O)OCC(=O)NCCNC(=O)COC(=O)c2ccc(C)o2)o1
35. Cn1ncc2c(N3CCCCC3)nc(NCCCO)nc21
36. O=C(Nc1nncs1)c1cc2c(s1)CCC2

Compound,31,32,33,34,35,36
proCasp7 act,9,-6,-2,-1,8,3
GASC-1 inh,38,0,-16,-43,-4,8
Fh CTSL1 inh,3,3,1,0,-3,2
PP5 primary,-0.1,1.9,0.9,2.8,0.1,-0.7
PP1 inh,-1,0,7,1,-2,3
Efflux pump mplx,-0.1,0.1,0.1,0.0,0.0,0.0
TPT1 inh,-2,4,39*,2,-3,-2
HCV core dimer,-6,3,16,2,-12,2
proCasp3 act,-5,10,-9,14,1,2

37. Cc1ccccc1OCCCC(=O)Nc1ccc(Br)cc1
38. Cc1ccc(OCC(=O)c2ccc(Cl)s2)c([N+](=O)[O-])n1
39. CC(C)N(C(=O)COC(=O)c1cc(Cl)cc(Cl)c1N)C(C)C
40. C[C@@H]1C=C[C@](Cc2ccccc2)(C(=O)O)N1C(=O)c1ccccc1
41. C/C(=N\NC(=O)c1ccc(OC2CCCC2)cc1)c1ccc(C)s1
42. CC(=O)COc1ccc2c3c(c(=O)oc2c1C)CCCCC3

Compound,37,38,39,40,41,42
proCasp7 act,-2,-38,1,7,5,10
GASC-1 inh,-3,-22,2,5,1,-3
Fh CTSL1 inh,3,4,-1,1,-1,6
PP5 primary,2.6,6.7,-0.9,1.9,0.3,1.1
PP1 inh,1,10,-1,2,-4,0
Efflux pump mplx,-0.2,0.2,-0.1,-0.1,-0.1,-0.2
TPT1 inh,-1,2,-7,1,-1,-1
HCV core dimer,-3,57*,-3,-7,1,-19
proCasp3 act,10,-28,-4,0,1,5

43. COc1cccc(NC(=S)NC(=O)/C=C/c2ccc(F)cc2)c1
44. COc1cc(F)c(C2=CC(=O)C[C@H](c3ccc(F)cc3)C2)cc1F
45. COc1ccc(C)cc1NS(=O)(=O)c1cn(C)nc1C
46. CSc1ccc(-c2nnn(CC(=O)NCc3ccccc3)n2)cc1
47. CCCN1C=CC(=C/C=C(\C#N)C(=O)OCC)C=C1
48. Cc1ccc(CNC(=O)c2c(-c3ccccc3)noc2C)cc1

Compound,43,44,45,46,47,48
proCasp7 act,13,6,9,7,-19,6
GASC-1 inh,4,6,5,-5,-7,-3
Fh CTSL1 inh,1,.,-2,3,15,-12
PP5 primary,0.9,3.2,0.8,1.7,8.8,-2.0
PP1 inh,3,-2,1,2,2,0
Efflux pump mplx,-0.2,0.2,-0.3,0.1,0.4,0.1
TPT1 inh,2,.,-5,-1,181*,3
HCV core dimer,10,.,1,5,-37,4
proCasp3 act,6,-4,4,6,-23,0

49. CC1=C(C(=O)OC(C)C)C(c2ccc(F)cc2)NC(=O)N1 (stereo unspecified)
50. N/C(=N\OC(=O)CCC1CCCC1)c1ccncc1
51. CCCC(O)(CCC)C(=O)NN(C(=O)OC)c1ccccc1
52. CCCn1c(SCC(=O)Nc2ccc3c(c2)OCO3)n[nH]c1=O
53. CC(C)c1cc(CNC(=O)c2ccc(OC3CCN(Cc4ccccn4)CC3)cc2)on1
54. O=c1[nH]nc(Cc2ccc(Cl)cc2)c2ccccc12

Compound,49,50,51,52,53,54
proCasp7 act,-12,4,5,-8,-2,3
GASC-1 inh,0,4,12,0,4,6
Fh CTSL1 inh,0,-6,0,.,1,-1
PP5 primary,2.5,0.8,2.4,.,3.2,1.3
PP1 inh,1,2,-4,.,-1,0
Efflux pump mplx,0.2,0.0,0.0,-0.1,0.4,0.0
TPT1 inh,1,-1,2,.,-8,5
HCV core dimer,2,1,-5,.,-15,2
proCasp3 act,-3,13,9,2,3,3

# Record cards, from the list above:
# `N/C(=N\OC(=O)CCC1CCCC1)c1ccncc1` reads proCasp7 act: 4; GASC-1 inh: 4; Fh CTSL1 inh: -6; PP5 primary: 0.8; PP1 inh: 2; Efflux pump mplx: 0.0; TPT1 inh: -1; HCV core dimer: 1; proCasp3 act: 13
# `CC(C)c1cc(CNC(=O)c2ccc(OC3CCN(Cc4ccccn4)CC3)cc2)on1` reads proCasp7 act: -2; GASC-1 inh: 4; Fh CTSL1 inh: 1; PP5 primary: 3.2; PP1 inh: -1; Efflux pump mplx: 0.4; TPT1 inh: -8; HCV core dimer: -15; proCasp3 act: 3

# Continuation:
55. COc1cc(/C=N/NC(=O)CNC(=O)c2ccncc2)ccc1O
56. COc1ccc(OC)c(CNc2ccc(F)c(Cl)c2)c1
57. N=c1c2c(ncn1Cc1ccco1)Oc1cc(O)ccc1C2c1ccccc1 (stereo unspecified)
58. COc1ccc(C(CC(=O)O)NC(=O)Cc2ccccc2)cc1 (stereo unspecified)
59. CCOC(=O)C1=C(C)N(C)C(=O)NC1c1ccc2c(c1)OCO2 (stereo unspecified)

Compound,55,56,57,58,59
proCasp7 act,7,7,-9,3,2
GASC-1 inh,4,-2,-2,0,-22
Fh CTSL1 inh,2,-3,-4,0,1
PP5 primary,-3.5,3.6,-2.4,-0.4,2.9
PP1 inh,-3,-1,-2,-2,0
Efflux pump mplx,0.0,-0.1,0.2,-0.1,0.4
TPT1 inh,1,-2,12,-10,-3
HCV core dimer,0,-6,-1,-11,-4
proCasp3 act,-2,0,-7,5,1
